SUMO HTRF inh: inhibitors of human SUMOylation (UBC9). hit rate 0.36% among 290,000. inhibition, % at 35 µM. AID 2006. HTRF SUMOylation assay, SAE1/SAE2 + UBC9, in vitro; in the data active = inhibition above about 50%, passing the limit was not always enough; note: strong numbers were not always called active
MEKK3 PB1 HTS: MEKK3-MEK5 PB1 interaction, increase or decrease; Q99759; hit rate 1.4% among 290,000; bead-based flow cytometry, Alexa488-MEK5 binding to MEKK3; actives lie on both sides; 0 = blocked by unlabeled MEK5, 100 = vehicle; binding response (% of control), % at 10 µM;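 active = binding response more than 3 SD above or below the average of its plate-row segment, actives on both sides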;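 note: Alexa488 bead fluorescence after subtracting the streptavidin-only scavenger bead signal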
pCIP destab: lowers stability of the mouse p/CIP coactivator protein; Q05BA5; decrease of EGFP signal, % at 10 µM; AID 1984; F442A p/CIP-EGFP cells, EGFP fluorescence, 16 h; hit rate 0.01% among 290,000;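 active = EGFP signal decrease of at least 30% at 10 µM or well 3 SD below plate mean, unless failing retest; inactive = the rest, including hits failing retest or dose response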; note: some compounds called inactive have numbers as strong as hits; many of its hits are not listed in these tables
Target sequence (Q05BA5 1-1403): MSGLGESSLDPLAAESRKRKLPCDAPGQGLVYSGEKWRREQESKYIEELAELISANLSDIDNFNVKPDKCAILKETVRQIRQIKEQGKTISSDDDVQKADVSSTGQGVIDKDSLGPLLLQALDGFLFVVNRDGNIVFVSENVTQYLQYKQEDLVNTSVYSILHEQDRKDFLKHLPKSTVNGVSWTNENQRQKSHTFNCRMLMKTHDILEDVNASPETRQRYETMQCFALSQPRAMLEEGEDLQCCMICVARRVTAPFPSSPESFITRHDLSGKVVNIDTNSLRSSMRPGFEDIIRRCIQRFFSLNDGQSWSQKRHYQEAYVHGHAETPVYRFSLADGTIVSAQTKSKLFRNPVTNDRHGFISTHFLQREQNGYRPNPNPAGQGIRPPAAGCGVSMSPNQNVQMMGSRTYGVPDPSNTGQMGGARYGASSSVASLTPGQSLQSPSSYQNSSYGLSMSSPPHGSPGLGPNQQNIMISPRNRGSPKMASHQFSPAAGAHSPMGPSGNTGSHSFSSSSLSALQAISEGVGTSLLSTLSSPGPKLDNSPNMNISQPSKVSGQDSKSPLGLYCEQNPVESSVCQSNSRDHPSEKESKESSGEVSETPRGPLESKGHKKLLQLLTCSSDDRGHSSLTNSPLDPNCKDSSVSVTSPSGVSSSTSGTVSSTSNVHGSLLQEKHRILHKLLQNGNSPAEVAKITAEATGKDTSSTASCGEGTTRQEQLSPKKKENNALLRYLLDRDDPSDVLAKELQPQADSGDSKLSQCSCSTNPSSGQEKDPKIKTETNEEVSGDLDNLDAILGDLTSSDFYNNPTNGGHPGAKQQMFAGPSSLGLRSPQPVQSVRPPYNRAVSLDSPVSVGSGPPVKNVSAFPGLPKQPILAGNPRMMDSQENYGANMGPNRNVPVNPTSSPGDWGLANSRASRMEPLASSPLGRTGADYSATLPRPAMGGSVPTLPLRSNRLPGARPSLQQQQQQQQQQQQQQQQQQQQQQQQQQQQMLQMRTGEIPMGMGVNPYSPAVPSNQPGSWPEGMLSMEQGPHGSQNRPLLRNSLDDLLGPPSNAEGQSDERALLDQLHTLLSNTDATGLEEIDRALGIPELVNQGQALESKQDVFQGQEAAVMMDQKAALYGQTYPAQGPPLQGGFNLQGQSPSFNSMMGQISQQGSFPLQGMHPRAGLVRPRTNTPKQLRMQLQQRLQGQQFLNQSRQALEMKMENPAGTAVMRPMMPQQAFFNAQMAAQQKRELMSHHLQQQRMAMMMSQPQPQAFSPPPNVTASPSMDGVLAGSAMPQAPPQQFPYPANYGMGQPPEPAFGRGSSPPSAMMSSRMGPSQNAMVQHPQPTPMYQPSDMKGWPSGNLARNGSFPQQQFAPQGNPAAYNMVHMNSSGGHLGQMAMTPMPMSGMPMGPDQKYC
IDE act: boosts human insulin-degrading enzyme activity in HEK cells; FAbeta-B cleavage, fluorescence polarization; 0% vehicle, 100% cell-free pure enzyme wells; activation, % at 5.96 µM; P14735; AID 493087; hit rate 0.073% among 340,000;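 active = activation above the mean of all tested compounds plus 3 SD, set per screening campaign, cut at about 17% in these data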
PfM18AAP inh: PfM18AAP enzyme inhibition. AID 1822. recombinant PfM18AAP, H-Glu-NHMec fluorogenic cleavage. hit rate 1.2% among 290,000. inhibition, % at 7.35 µM;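 active = inhibition above the campaign mean inhibition over all tested compounds plus 3 SD, cut at about 28% in these data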;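 note: 0% = plate median of test compound wells and 100% = 2 mM ZnCl2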
IDE cell inh: cellular human IDE inhibition; P14735; HEK cells, FAbetaB cleavage, fluorescence polarization; inhibition, % at 5.59 µM; hit rate 0.41% among 320,000;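 active = percent inhibition above the average of all tested compounds plus 3 SD, set per screening campaign, cut at about 16% in these data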;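 note: IDE supplied by intact live HEK cells; FP after avidin binding of uncleaved biotin substrate so inhibition keeps polarization high; 0% = DMSO wells and 100% = 60 µM reference IDE inhibitor Ii1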
MEKK2wt PB1 HTS: raises or lowers MEK5 binding to wildtype human MEKK2 PB1 domain. binding response (% of control), % at 10 µM. bead flow cytometry, Alexa488-MEK5 binding to MEKK2 WT; actives lie on both sides. AID 1531. hit rate 1.1% among 290,000. Q9Y2U5; in the data active = binding response below about 67% or above about 130%
MEKK2 mut-MEK5: signal of MEK5 binding to mutant human MEKK2 PB1 domain; percent response, % at 10 µM; AID 1530; bead flow cytometry, Alexa488-MEK5 binding to MEKK2 mutant; hit rate 0.35% among 290,000; in the data active = percent response above about 24%, passing the limit was not always enough; note: inactives centre near 1; some results filed as inactive read as strong as hits; reference of the scale not given here
NALP1 yeast inh: inhibitors of NALP1 inflammasome in yeast | S. cerevisiae NALP1/ASC/caspase-1 growth, X-gal OD620, 72 h | inhibition, % at 10 µM | hit rate 0.61% among 280,000; in the data active = inhibition mostly above about 24%, no sharp cut-off; inactive = mostly below about 32%; note: some compounds called inactive have numbers as strong as hits
* marks the source's active call; other numbers are inactive results; x = not tested or not shown. Not all compounds are listed, so the mix of outcomes need not match the whole.

# | SMILES | SUMO HTRF inh | MEKK3 PB1 HTS | pCIP destab | IDE act | PfM18AAP inh
1 | O=C(/C=C/c1ccccc1[N+](=O)[O-])N1CCN(c2ccc(F)cc2)CC1 | 4 | 101 | 4 | 0 | -10
2 | COc1ccc(C2CC(c3ccc(F)cc3)n3nc(NC(=O)c4ccco4)nc3N2)cc1 (stereo not drawn) | 12 | 96 | -1 | -1 | -1
3 | COc1ccc(NC(=O)Cc2ccc(-c3ccccc3)cc2)cn1 | -6 | 101 | -10 | 1 | 1
4 | CC(=O)N1CCC(N2CCN(Cc3ccc(C)cc3)C(CCO)C2)CC1 (stereo not drawn) | 4 | 109 | 1 | 1 | 0
5 | CCO[C@@H]1OC(C(=O)O)=C[C@H](c2ccc(C(F)(F)F)cc2)[C@H]1CCCO | 2 | 99 | -1 | 0 | 8
6 | CCCOCC(O)CCc1n[nH]c(=S)n1-c1ccccc1 (stereo not drawn) | 12 | 96 | -6 | 3 | 16
7 | CCn1cc(C(=O)O)c(=O)c2cc(Br)ccc21 | -3 | 97 | 3 | 5 | -9
8 | O=S(=O)(NC1=NCCCCC1)c1ccc(F)cc1 | 15 | 86 | -1 | 6 | -7
9 | CC(C)CC1Nc2ccc(C(=O)NCCCN3CCCCC3C)cc2NC1=O (stereo not drawn) | x | 101 | -10 | 3 | 23
10 | CC(=O)OCn1nnc2ccccc2c1=O | 3 | 86 | -7 | -2 | -2
11 | O=C(O)CSc1c(-c2ccccc2)c2cc(Cl)ccc2[nH]c1=O | 3 | 101 | 1 | 3 | -3
12 | O=C1CSC(c2cccc([N+](=O)[O-])c2)N1c1c(F)cccc1F (stereo not drawn) | -14 | 58 | 2 | 5 | -2
13 | N#Cc1nc(Cc2ccccc2)oc1N1CCN(c2ccccc2)CC1 | 25 | 91 | -23 | 1 | 2
14 | Cc1nc(-c2cccc(S(=O)(=O)N3CC(C)CC(C)C3)c2)cs1 (stereo not drawn) | -16 | 102 | 8 | 0 | -7
15 | O=C(Nc1nc(-c2ccccc2)cs1)c1ccc(S(=O)(=O)N2CCc3ccccc32)cc1 | -1 | 107 | -10 | 3 | -4

# | IDE cell inh | MEKK2wt PB1 HTS | MEKK2 mut-MEK5 | NALP1 yeast inh
1 | 0 | 98 | 1 | -8
2 | 6 | 97 | 3 | -10
3 | 11 | 93 | -6 | 0
4 | 3 | 98 | 4 | 2
5 | 4 | 99 | 3 | 4
6 | 1 | 81 | -12 | 0
7 | 3 | 97 | -1 | 6
8 | -8 | 89 | -17 | 3
9 | 1 | 107 | 3 | 8
10 | -1 | 95 | 4 | 18
11 | 4 | 82 | 6 | 5
12 | 8 | 66 | -19 | 15
13 | -3 | 90 | -6 | -6
14 | 1 | 100 | 3 | -1
15 | 1 | 97 | 8 | 14

9 entries out of the list, ordered by SMILES length, descending.
# | SMILES | SUMO HTRF inh | MEKK3 PB1 HTS | pCIP destab | IDE act | PfM18AAP inh
5 | CCO[C@@H]1OC(C(=O)O)=C[C@H](c2ccc(C(F)(F)F)cc2)[C@H]1CCCO | 2 | 99 | -1 | 0 | 8
15 | O=C(Nc1nc(-c2ccccc2)cs1)c1ccc(S(=O)(=O)N2CCc3ccccc32)cc1 | -1 | 107 | -10 | 3 | -4
1 | O=C(/C=C/c1ccccc1[N+](=O)[O-])N1CCN(c2ccc(F)cc2)CC1 | 4 | 101 | 4 | 0 | -10
12 | O=C1CSC(c2cccc([N+](=O)[O-])c2)N1c1c(F)cccc1F (stereo not drawn) | -14 | 58 | 2 | 5 | -2
4 | CC(=O)N1CCC(N2CCN(Cc3ccc(C)cc3)C(CCO)C2)CC1 (stereo not drawn) | 4 | 109 | 1 | 1 | 0
3 | COc1ccc(NC(=O)Cc2ccc(-c3ccccc3)cc2)cn1 | -6 | 101 | -10 | 1 | 1
6 | CCCOCC(O)CCc1n[nH]c(=S)n1-c1ccccc1 (stereo not drawn) | 12 | 96 | -6 | 3 | 16
7 | CCn1cc(C(=O)O)c(=O)c2cc(Br)ccc21 | -3 | 97 | 3 | 5 | -9
10 | CC(=O)OCn1nnc2ccccc2c1=O | 3 | 86 | -7 | -2 | -2

# | IDE cell inh | MEKK2wt PB1 HTS | MEKK2 mut-MEK5 | NALP1 yeast inh
5 | 4 | 99 | 3 | 4
15 | 1 | 97 | 8 | 14
1 | 0 | 98 | 1 | -8
12 | 8 | 66 | -19 | 15
4 | 3 | 98 | 4 | 2
3 | 11 | 93 | -6 | 0
6 | 1 | 81 | -12 | 0
7 | 3 | 97 | -1 | 6
10 | -1 | 95 | 4 | 18

(list continues)
# | SMILES | SUMO HTRF inh | MEKK3 PB1 HTS | pCIP destab | IDE act | PfM18AAP inh
16 | CCOc1ccc(NC(=O)CCS(=O)(=O)c2ccc(C)cc2)cc1 | 10 | 95 | -8 | 1 | 1
17 | CC(=O)/C(N=Nc1ccc(-n2ccc(C(F)(F)F)n2)cc1)=C(\C)O | 5 | 105 | 0 | 2 | -6
18 | Cc1ccccc1NC(=O)c1cccc(S(=O)(=O)Oc2ccc([N+](=O)[O-])cc2)c1 | -7 | 88 | 2 | 8 | 0
19 | COc1cccc(S(=O)(=O)N2CCN(Cc3ccc4c(c3)OCO4)CC2)c1 | 6 | 101 | -1 | 5 | -4
20 | O=C1CN(C(=O)COC(=O)/C=C/c2ccc(S(=O)(=O)N3CCOCC3)cc2)c2ccccc2N1 | -11 | 108 | 14 | -2 | 2
21 | COc1ccc(/C=N\Nc2ncc(F)c(N3CCOCC3)n2)cc1OC | 14 | 90 | 2 | -4 | 3
22 | Cc1ccc(Nc2nc(CSc3nnnn3-c3ccccc3)cs2)cc1 | 6 | 101 | -17 | -1 | 4
23 | CCOC(=O)N1CCC(NC(=O)c2cc3ccccn3n2)CC1 | 14 | x | -1 | 11 | -5
24 | CCc1cccc2c(C(=O)COC(=O)C3=NNC(=O)CC3)c[nH]c12 | 2 | 114 | -6 | -1 | 0
25 | CC(=O)c1cccc(NC(=O)Cn2c(=O)oc3cc(S(=O)(=O)N4CCCC4)ccc32)c1 | 18 | 96 | 1 | 3 | -4
26 | O=C(Nc1ccc2c(c1)CCC2)c1cccc(S(=O)(=O)Nc2ccccc2Cl)c1 | -23 | 101 | 7 | 2 | 5
27 | Cc1oc2c(c1C(=O)Nc1cccc(C(=O)O)c1)CCCC2 | 7 | 106 | -8 | 5 | 12
28 | Cc1ccc(/C=N/NC(=O)CN2C(=O)CSc3ccccc32)o1 | -6 | 106 | -9 | 4 | 5
29 | COc1cccc(NC(=O)CN(C)S(=O)(=O)c2ccc(C)cc2)c1 | 4 | 103 | -5 | 0 | 0
30 | COc1ccc(OC)c(S(=O)(=O)N2C(C)CCCC2C)c1 (stereo not drawn) | 14 | 106 | -13 | 5 | 6

# | IDE cell inh | MEKK2wt PB1 HTS | MEKK2 mut-MEK5 | NALP1 yeast inh
16 | 3 | 93 | -3 | 8
17 | -4 | 101 | 6 | 5
18 | -1 | 91 | -5 | 10
19 | 0 | 102 | 0 | 7
20 | 2 | 101 | 1 | -6
21 | 1 | 89 | -12 | 0
22 | 5 | 107 | 1 | 25
23 | 6 | x | x | -10
24 | 2 | 110 | 5 | 10
25 | -6 | 92 | -5 | x
26 | 8 | 110 | -1 | 43
27 | 11 | 105 | 3 | -18
28 | -3 | 104 | 7 | x
29 | 8 | 98 | 4 | 7
30 | -4 | 112 | 7 | 7

# | SMILES | SUMO HTRF inh | MEKK3 PB1 HTS | pCIP destab | IDE act | PfM18AAP inh
31 | O=C(Cc1ccccc1)NCCN1CCCC1 | 10 | 98 | -8 | 0 | 2
32 | CC(C)(C)OC(=O)NN=C(c1ccc(O)cc1)c1ccc(O)cc1 | -6 | 101 | -6 | 7 | 10
33 | Cc1ccccc1-n1c(SCC(=O)NC(N)=O)nc2sc(-c3ccccc3)cc2c1=O | -2 | 99 | -8 | -5 | -4
34 | Cc1[nH][nH]c(=O)c1C=NCc1cccnc1 | 4 | 99 | -1 | 3 | -2
35 | CCOc1ccc(CCNC(=O)c2ccc3nc(CC)c(CC)nc3c2)cc1 | -7 | 102 | 2 | 0 | -1
36 | CN(C)c1cccc(C(=O)NNC(=O)NC2CCCCC2)c1 | 8 | 103 | -1 | -4 | 1
37 | CCCCC(CC)CNC(=O)c1ncn[nH]1 (stereo not drawn) | 17 | 102 | -9 | -1 | 9
38 | COc1cccc(C(=O)Nc2cccc3c2ccc2cccn23)c1 | 27 | 91 | -7 | 0 | 2
39 | C/C(=C\C(=O)c1ccc(Cl)s1)N(C)C | -2 | 106 | -3 | 0 | 1
40 | CC1CCc2[nH]nc(C(=O)O)c2C1 (stereo not drawn) | 7 | 99 | -2 | 1 | 0
41 | CC(=O)C1=C(C)NC(SCC(=O)c2ccccc2)=C(C#N)C1c1ccco1 (stereo not drawn) | 28 | 94 | -17 | x | 5
42 | CC1Cc2cc(S(=O)(=O)N3CCCCC3C)ccc2N1C(=O)C1CCC1 (stereo not drawn) | -6 | 99 | 4 | -3 | 2
43 | COc1ccc(CCNS(=O)(=O)c2cccc(F)c2)cc1OC | -1 | 100 | 3 | 7 | -13
44 | CN(C)CCNS(=O)(=O)c1ccc(Cl)cc1 | 0 | 99 | 11 | 1 | -2
45 | COc1ccc(C)cc1NCc1cc(=O)oc2cc(-c3ccccc3)c(O)cc12 | 10 | 101 | 7 | -12 | 8

# | IDE cell inh | MEKK2wt PB1 HTS | MEKK2 mut-MEK5 | NALP1 yeast inh
31 | -4 | 101 | -7 | x
32 | 4 | 98 | 1 | 15
33 | 2 | 91 | -2 | 26
34 | -1 | 97 | -4 | -5
35 | 5 | 106 | 4 | 18
36 | 0 | 107 | 14 | 10
37 | 2 | 101 | -1 | 24
38 | -4 | 83 | -9 | -21
39 | -1 | 104 | 1 | -13
40 | -1 | 100 | 1 | -1
41 | 4 | 92 | -5 | 19
42 | -6 | 99 | -4 | 5
43 | 0 | 97 | 2 | 6
44 | -2 | 107 | 4 | 0
45 | 20* | 104 | 9 | 24

# | SMILES | SUMO HTRF inh | MEKK3 PB1 HTS | pCIP destab | IDE act | PfM18AAP inh
46 | CCOc1nc2cnccc2n(CC(=O)Nc2c(C)cccc2CC)c1=O | -1 | 100 | 2 | 3 | 3
47 | COc1cccc(C(=O)Nc2nc(C)cs2)c1 | 3 | 106 | 1 | -4 | 1
48 | CCOC(=O)C1(Cc2cccc(OC)c2)CCCN(C(=O)CCc2cccnc2)C1 (stereo not drawn) | 12 | 95 | -12 | 4 | -4
49 | Cc1ccc(CNC(=O)Nc2ccc3c(c2)N(C)C(=O)CS3)cc1 | -10 | 103 | -6 | -4 | -10
50 | CC(C(=O)Nc1cccnc1)N1C(=O)c2ccccc2C1=O (stereo not drawn) | -34 | 104 | -4 | 3 | 0
51 | O=C(CCN1C(=O)C2CC=C(Cl)CC2C1=O)N1CCCCC1 (stereo not drawn) | 4 | 95 | -7 | 2 | 8
52 | CC1(C)Cc2c(sc3c2C(=O)N(c2ccccc2)C2=NCCCN23)CO1 | 16 | 98 | -7 | -4 | 12
53 | CCNC(=O)COC(=O)c1cc(-c2ccco2)nc2ccccc12 | 44 | 105 | -2 | 2 | -1
54 | Cn1cccc1/C=N/NC(N)=S | 4 | 103 | -8 | -1 | 15

# | IDE cell inh | MEKK2wt PB1 HTS | MEKK2 mut-MEK5 | NALP1 yeast inh
46 | 4 | 102 | 4 | 4
47 | 4 | 110 | 5 | 12
48 | -2 | 88 | -10 | 6
49 | -1 | 108 | 5 | 31*
50 | -4 | 101 | 3 | -1
51 | -2 | 97 | -4 | 11
52 | 0 | 112 | 8 | 30
53 | 4 | 97 | 3 | 4
54 | 5 | 104 | 9 | -15
